tuberculosis growth: growth inhibition of non-replicating M. tuberculosis (AID 488890) | Mycobacterium tuberculosis non-replicating, growth inhibition; higher % means a stronger effect | one-dose inhibition, % at 25 µM; IC50 in µM for titrated hits | 0.39% of 320,000 active; in the data active means a potency from the dose series; inconclusive means inhibition mostly from about 82% at the one dose, without a potency; inactive means the rest, 99 in 100 with inhibition below about 76%;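 further: plate controls were DMSO cells for no effect and high antibiotic wells for full effect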
M. tuberculosis HTS: M. tuberculosis growth inhibition, HTS (AID 449762); M. tuberculosis H37Rv growth inhibition, 7H9 media; higher % means a stronger effect; inhibition, % at 25 µM; hits with a dose series show IC50 in µM; 0.59% of 330,000 active; in the data active means a potency from the dose series; inconclusive means inhibition above about 70% without an active follow-up result;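 further: bacterial growth assessed after seven days of incubation; strong numbers were not always called active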
inhibitors of VEEV: inhibitors of VEEV TC-83 cytopathic effect, confirmation, Vero cells (AID 588727) | Vero cells, VEEV TC-83 cytopathic effect inhibition; higher % means a stronger effect | 0.13% of 350,000 active | inhibition, % at 20 µM, or IC50 in µM where a hit was titrated; in the data active means a potency from the dose series; inconclusive means inhibition mostly from about 14% at the one dose, without a potency; inactive means the rest, 99 in 100 with inhibition below about 12%; further: strong numbers were not always called active
H1N1 NS1A inhibition: H1N1 influenza NS1A inhibitors, functional cell based assay (AID 504329); NS1A functional cell-based assay, percent inhibition; higher % means a stronger effect; 0.3% of 340,000 active; inhibition, % at 12.5 µM, or IC50 in µM where a hit was titrated; in the data active means a potency from the dose series; inconclusive means inhibition above about 27% without an active follow-up result; further: strong numbers were not always called active
Salmonella PhoP GFP: PhoP regulon inhibitors, Salmonella typhi PhoP promoter GFP reporter, confirmatory (AID 1850). 0.33% of 310,000 active. Salmonella Typhi PhoP-promoter GFP reporter, fluorescence, 4 h; higher % means a stronger effect. inhibition, % at 50 µM, or IC50 in µM where a hit was titrated; in the data active means a potency from the dose series; inconclusive means inhibition mostly from about 25% at the one dose, without a potency; inactive means the rest, 99 in 100 with inhibition below about 19%;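 further: 0% = induced wells with vehicle and 100% = uninduced wells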
An asterisk follows results filed as active; i = inactive; ? = inconclusive; · = no result given.

No. | SMILES | tuberculosis growth | M. tuberculosis HTS | inhibitors of VEEV | H1N1 NS1A inhibition | Salmonella PhoP GFP
1 | COc1ccc(NC(=O)CN(C)C(=O)C(C)Oc2ccc(Br)cc2)cc1 (stereo not given) | 5% | -4% | 3.2% | -2% | -4%
2 | CC(CNC(=O)CN1C(=O)NC2(CCCCC2)C1=O)c1ccccc1 (stereo not given) | -3% | -4% | 1.9% | -10% | ·
3 | Cc1[nH]nc(-c2ccc(O)c(C)c2O)c1-c1cnn(-c2ccccc2)c1 | · | · | 0.7% | 17% | -14%
4 | Cc1onc(-c2ccccc2)c1C(=O)OCC(=O)NC(C)c1ccc(Cl)cc1 (stereo not given) | 44% | -8% | 1.7% | -9% | ·
5 | COc1ccc(OCCC(=O)NC2CCCCC2)cc1 | 5% | -3% | 1.4% | -11% | 4%
6 | CCC(CO)Oc1cc(NC(=O)Cc2ccccc2F)c2ncn(C(C)C)c2c1 (stereo not given) | 12% | 1% | 1.5% | 2% | ·
7 | CC(C)c1ccc(NC2CCCN(C(=O)c3cccnc3)C2)cc1 (stereo not given) | -3% | 2% | 2.1% | -2% | -8%
8 | COc1ccc(CN(CC(=O)NCc2ccco2)C(=O)CCC(=O)Nc2ccccn2)cc1 | -10% | 8% | 0.9% | 1% | 6%
9 | CC(=O)N/C(=C/C(C)C)c1ccccc1 | -6% | -13% | i | 4% | ·
10 | O=C1CN2C(=Nc3ccc(Br)cc3C2c2ccccc2)CCN1 (stereo not given) | -1% | 5% | i | 4% | 2%
11 | Cc1ccc(OCc2nnnn2-c2ccccc2)cc1 | 2% | -1% | 0.3% | 6% | -5%
12 | Fc1ccccc1COc1ccc(/C=N/n2cnnc2)cc1 | 43% | -3% | i | -2% | 8%
13 | COC(=O)c1ccc(-n2cnc3ccccc32)nc1 | ? | 14µM* | 1.9% | -9% | -5%
14 | Cn1c(SCC(=O)N2CCCC2)nnc1-c1ccc2c(c1)OCO2 | 2% | -8% | 1.1% | -8% | -14%
15 | CCc1ccc(-c2nc(SCC(=O)N(CCOC)c3c(N)n(Cc4ccccc4)c(=O)[nH]c3=O)n[nH]2)cc1 | 13% | -6% | 1.4% | -5% | -3%
16 | CN(C)C(CNC1CC(C)(C)NC(C)(C)C1)c1cccc(F)c1 (stereo not given) | -15% | 0% | 0.0% | -6% | 0%
17 | O=C(CSc1n[nH]c(=O)n1-c1cccnc1)Nc1ccccc1Cl | -1% | -5% | i | 5% | -6%
18 | CCOC(=O)C1CCCN(c2oc(-c3ccc(F)cc3)nc2C#N)C1 (stereo not given) | 69% | -2% | 1.1% | -7% | -5%
19 | O=C(Nc1ccc2c(c1)OCCO2)c1ccccn1 | 9% | 2% | 1.2% | -10% | 0%
20 | Cc1nccn1-c1c2c(c(C#N)c3nc4ccccc4n13)CCCC2 | · | · | 0.2% | -8% | ·
21 | C=CCn1c(C)cc(C2=NNC(=Nc3ccc(C)cc3)SC2)c1C | 24% | -3% | 3.7% | 3% | 2%
22 | Cc1nc(C(=O)Nc2cc(F)cc(Cl)c2)sc1C1(C)CC(c2ccccc2)=NO1 (stereo not given) | 6% | 6% | i | -7% | -7%
23 | CC(Sc1ccc(Cl)cc1)C(=O)N(C)CC(=O)Nc1ccc(N2CCOCC2)cc1 (stereo not given) | 19% | -8% | 3.1% | 5% | -5%
24 | OCCC1CN(Cc2cccc3nccnc23)CCN1Cc1ccc(F)cc1 (stereo not given) | 3% | 0% | 2.2% | 5% | 0%
25 | Cc1ccc(/C=N/NC(=O)c2cccc(S(=O)(=O)Nc3cccc(Cl)c3)c2)o1 | 11% | -1% | i | 3% | -11%
26 | O=C1c2ccccc2C(=O)N1CCCCSc1nc2ccccc2c(=O)n1CCCN1CCOCC1 | 9% | 3% | 7.9% | -15% | 11%
27 | NC1=NC(c2ccccc2Cl)n2c(nc3ccccc32)N1 (stereo not given) | -9% | -6% | i | 5% | 5%
28 | O=C(COC(=O)CC1CCCC1)Nc1ccc(OC(F)F)cc1 | i | 7% | 1.5% | -3% | 4%
29 | CCOC(=O)Cc1nnc(NC(=O)CSc2nnc3c4ccccc4n(C(C)C)c3n2)s1 | 15% | -4% | 6.7% | -5% | -3%
30 | CCOC(=O)C1C(c2cccnc2)NC(=O)NC1(O)C(F)(F)F (stereo not given) | -1% | -4% | 0.5% | -21% | 2%
31 | CCCCn1nnc(NC(=S)NC(=O)c2cccs2)n1 | ? | 40% | 0.1% | 11% | -3%
32 | CCCCNc1c(-c2cccc(-c3cc(C(C)=O)cs3)c2)nc2cc(C)ccn12 | 28% | 4% | 9.0% | -5% | -11%
33 | CC(OC(=O)C1=Cc2ccccc2OC1)C(=O)NCC1CCCO1 (stereo not given) | · | · | 2.7% | 2% | ·
34 | CSc1nnc(-c2ccc(Cl)cc2Cl)o1 | ? | 26% | 0.4% | -18% | 6%

A second format for some results above.
Below each SMILES – tuberculosis growth	M. tuberculosis HTS	inhibitors of VEEV	H1N1 NS1A inhibition	Salmonella PhoP GFP
(18) CCOC(=O)C1CCCN(c2oc(-c3ccc(F)cc3)nc2C#N)C1 (stereo not given)
→ 69%	-2%	1.1%	-7%	-5%
(19) O=C(Nc1ccc2c(c1)OCCO2)c1ccccn1
→ 9%	2%	1.2%	-10%	0%
(20) Cc1nccn1-c1c2c(c(C#N)c3nc4ccccc4n13)CCCC2
→ ·	·	0.2%	-8%	·
(21) C=CCn1c(C)cc(C2=NNC(=Nc3ccc(C)cc3)SC2)c1C
→ 24%	-3%	3.7%	3%	2%
(22) Cc1nc(C(=O)Nc2cc(F)cc(Cl)c2)sc1C1(C)CC(c2ccccc2)=NO1 (stereo not given)
→ 6%	6%	i	-7%	-7%
(23) CC(Sc1ccc(Cl)cc1)C(=O)N(C)CC(=O)Nc1ccc(N2CCOCC2)cc1 (stereo not given)
→ 19%	-8%	3.1%	5%	-5%
(24) OCCC1CN(Cc2cccc3nccnc23)CCN1Cc1ccc(F)cc1 (stereo not given)
→ 3%	0%	2.2%	5%	0%
(25) Cc1ccc(/C=N/NC(=O)c2cccc(S(=O)(=O)Nc3cccc(Cl)c3)c2)o1
→ 11%	-1%	i	3%	-11%
(26) O=C1c2ccccc2C(=O)N1CCCCSc1nc2ccccc2c(=O)n1CCCN1CCOCC1
→ 9%	3%	7.9%	-15%	11%
(27) NC1=NC(c2ccccc2Cl)n2c(nc3ccccc32)N1 (stereo not given)
→ -9%	-6%	i	5%	5%
(28) O=C(COC(=O)CC1CCCC1)Nc1ccc(OC(F)F)cc1
→ i	7%	1.5%	-3%	4%
(29) CCOC(=O)Cc1nnc(NC(=O)CSc2nnc3c4ccccc4n(C(C)C)c3n2)s1
→ 15%	-4%	6.7%	-5%	-3%
(30) CCOC(=O)C1C(c2cccnc2)NC(=O)NC1(O)C(F)(F)F (stereo not given)
→ -1%	-4%	0.5%	-21%	2%
(31) CCCCn1nnc(NC(=S)NC(=O)c2cccs2)n1
→ ?	40%	0.1%	11%	-3%
(32) CCCCNc1c(-c2cccc(-c3cc(C(C)=O)cs3)c2)nc2cc(C)ccn12
→ 28%	4%	9.0%	-5%	-11%
(33) CC(OC(=O)C1=Cc2ccccc2OC1)C(=O)NCC1CCCO1 (stereo not given)
→ ·	·	2.7%	2%	·
(34) CSc1nnc(-c2ccc(Cl)cc2Cl)o1
→ ?	26%	0.4%	-18%	6%
